Compound activity as filed in PubChem BioAssay.
PrPC TRFRET – inhibitors of human cell surface prion protein PrPC, primary screen, cell-based, TR-FRET; Major prion protein (Homo sapiens), P04156; TR-FRET read-out; inhibition, % at 13.8 µM; actives 0.43% (n = 370,000); AID 720596, 2013; in the data active = inhibition above about 24%; note: 0% = median of the test wells and 100% = reference compound wells
Rv3671c inh – Rv3671c serine protease inhibitors, primary screen, biochemical, fluorescence polarization, M. tuberculosis H37Rv. P9WHR9. inhibition, % at 5.96 µM. actives 0.048% (n = 320,000). AID 2606, 2010; in the data active = inhibition above about 38%;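 note: extracellular domain of Rv3671c used as enzyme; 0% = enzyme with DMSO and 100% = no enzyme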
Target sequence (P9WHR9 whole entry, looked up, the tested form may be a part): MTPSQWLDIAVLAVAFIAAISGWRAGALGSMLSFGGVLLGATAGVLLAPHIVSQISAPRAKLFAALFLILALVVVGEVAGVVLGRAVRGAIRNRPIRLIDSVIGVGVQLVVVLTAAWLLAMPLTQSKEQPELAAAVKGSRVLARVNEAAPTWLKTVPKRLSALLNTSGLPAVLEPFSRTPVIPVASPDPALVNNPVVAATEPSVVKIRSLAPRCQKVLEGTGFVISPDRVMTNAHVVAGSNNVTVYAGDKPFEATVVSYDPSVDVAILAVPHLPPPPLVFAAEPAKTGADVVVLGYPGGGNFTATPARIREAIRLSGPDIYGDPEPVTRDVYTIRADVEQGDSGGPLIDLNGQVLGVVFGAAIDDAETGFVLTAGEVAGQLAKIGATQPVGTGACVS
BoNT-F LC inh – BoNT/F light chain protease inhibitors, primary screen, biochemical, flow cytometry, MLPCN library; Botulinum neurotoxin type F light chain protease (Clostridium botulinum); Multiplex microsphere protease cleavage assay; inhibition, % at 10 µM; actives 0.22% (n = 360,000); AID 588497, 2011; in the data active = inhibition above about 35%, passing the limit was not always enough; note: plate controls were buffer without enzyme for full effect and enzyme alone for no effect
3CLpro inhibitor – SARS-CoV 3CLpro protease inhibitors, primary screen, biochemical, quenched FRET; Replicase polyprotein 1ab (Severe acute respiratory syndrome coronavirus), P0C6X7; recombinant SARS-CoV 3CLpro, quenched FRET peptide cleavage; inhibition, % at 6 µM; actives 0.14% (n = 290,000); in the data active = inhibition above about 12%
PriA SSB inh – inhibitors of Klebsiella pneumoniae PriA binding to SSB C-terminal tail, primary screen, biochemical, AlphaScreen | actives 0.6% (n = 430,000) | AlphaScreen SSBct-PriA binding, biotinylated peptide | PriA–SSB C-terminal tail interaction (Klebsiella pneumoniae) | AID 1272365, 2023 | inhibition, % at 33 µM; in the data active = inhibition mostly above about 37%, no sharp cut-off; inactive = mostly below about 20%;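 note: plate controls were negative control peptide for no effect and reference peptide for full effect; strong numbers were not always called active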
CCHFV vOTU inh – CCHFV vOTU protease inhibitors, primary screen, biochemical, Pep-AMC substrate, fluorescence; Crimean-Congo hemorrhagic fever virus L polyprotein viral ovarian tumor (vOTU) protease …; inhibition, % at 11.5 µM; actives 0.55% (n = 370,000); AID 651958, 2012; in the data active = inhibition above about 30%; note: 0% = vehicle wells with enzyme and 100% = no enzyme wells
Anthrax LF inh2 – Bacillus anthracis LF protease inhibitors, primary screen, biochemical, multiplex microsphere, MLPCN library | Lethal factor (Bacillus anthracis), P15917 | multiplex microsphere protease cleavage assay | inhibition, % at 10 µM | actives 0.12% (n = 360,000); note: plate controls were buffer without enzyme for full effect and enzyme alone for no effect
BoNT A protease – BoNT/A light chain protease inhibitors, primary screen, biochemical, flow cytometry, MLPCN library; Botulinum neurotoxin type A light chain protease (Clostridium botulinum A str. ATCC 3502); multiplex microsphere protease substrate cleavage; inhibition, % at 10 µM; actives 0.17% (n = 360,000); AID 588499, 2011; note: plate controls were buffer without enzyme for full effect and enzyme alone for no effect
VHR inh abs – VHR1 phosphatase inhibitors, primary screen, biochemical, absorbance, uHTS; inhibition, % at 13.3 µM; recombinant VHR phosphatase, pNPP absorbance; Dual specificity protein phosphatase 3 (Homo sapiens), P51452; actives 0.52% (n = 290,000); AID 1654, 2009; in the data active = inhibition above about 50%; note: some compounds called inactive have numbers as strong as hits
Target sequence (P51452 whole entry, looked up): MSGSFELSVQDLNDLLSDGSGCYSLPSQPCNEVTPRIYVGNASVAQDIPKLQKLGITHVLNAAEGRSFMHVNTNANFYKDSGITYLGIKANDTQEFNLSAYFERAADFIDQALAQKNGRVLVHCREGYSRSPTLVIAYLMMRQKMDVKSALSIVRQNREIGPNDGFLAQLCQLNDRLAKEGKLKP
MazF activator – activators of E. coli MazEF toxin-antitoxin RNase, primary screen, biochemical, fluorescence, uHTS | FAM/BHQ RNA-DNA oligo cleavage fluorescence, 5 h | activation, % at 20 µM | actives 0.32% (n = 350,000); in the data active = activation above about 50%
Target sequence (P0AE70 whole entry, looked up): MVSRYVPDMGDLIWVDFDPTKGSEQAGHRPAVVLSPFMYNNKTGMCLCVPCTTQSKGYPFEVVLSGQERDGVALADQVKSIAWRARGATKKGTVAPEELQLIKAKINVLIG
Numbers without * were called inactive; . = no result given; & = joins results of further samples. Cut-off read from the data, not from the text of the source, unless noted: active = inhibition above about 30%; inconclusive = no clear call, values can overlap the other calls; inactive = below that. This is a subset. The share of hits here may be higher or lower than overall.

SMILES	PrPC TRFRET	Rv3671c inh	BoNT-F LC inh	3CLpro inhibitor	PriA SSB inh	CCHFV vOTU inh	Anthrax LF inh2	BoNT A protease	VHR inh abs	MazF activator
CCc1ccc(N2C(=O)Nc3ccccc3C2(O)C(=O)N2CCN(c3ccccn3)CC2)cc1 (centres undefined)	11.5	1.5	-3.8	-1.1	2.2	1.0	-4.9	-0.6	19.0	-7.1
CCOC(=O)c1nnn(-c2nonc2N)c1CN(C)Cc1ccccc1	-2.6	7.2	0.2	-3.7	-9.1	5.0	0.3	0.0	-0.2	-10.4
COc1ccccc1C(CNC(=O)C1CC(=O)N(Cc2ccccc2)C1)N1CCCC1 (centres undefined)	-2.1	1.6	8.0	.	0.2	2.3	11.5	-2.2	.	-13.0
O=C(CO)N/N=C/c1ccc(Cl)cc1	6.2	2.0	-4.2	1.6	.	1.9	0.1	-0.7	6.8	7.9
CC1(C)O[C@@H]2C[C@H]3[C@@H]4C[C@H](F)C5=CC(=O)CC[C@]5(C)[C@H]4[C@@H](O)C[C@]3(C)[C@]2(C(=O)CO)O1	7.2	-2.0	10.9	0.5	0.1	2.1	6.6	-0.2	-18.4	1.0
CC(=O)c1cccc(NC(=O)COc2ccccc2C(=O)c2cc(C#N)c(=O)n(C3CCCCC3)c2)c1	-3.5	-17.1	4.2	5.0	2.1	6.2	2.5	0.2	10.5	9.9
CC1=CC(C)C2(COC(c3ccc[n+](C)c3)OC2)C(C)C1 (centres undefined)	6.5	.	-1.2	4.8	-14.8	-1.3	-2.3	0.4	-3.9	8.1
COc1cccc(OCC(=O)Nc2cc(Cl)ccc2Oc2ccccc2)c1	10.7	-23.5	-4.5	0.7	-26.4	-3.0	-1.6	-0.5	-2.7	-1.6
COc1ccc2c(c1)C=C(CN1CCN(C3CCCC3)C(CCO)C1)CO2 (centres undefined)	-4.6	-8.8	-10.4	-0.7	5.5	9.3	-10.1	-0.8	35.6	5.8
CC(C)CC(=O)Nc1cccc(NC(=O)CC(C)C)n1	7.4	0.8	0.7	8.5	-26.9	8.0	0.5	0.2	-5.3	-1.4
CC(C)Cn1c(-c2ccc(Br)cc2)c[nH]c1=S	13.0	9.6	-3.4	3.0	13.3	28.6	-2.4	-1.1	4.0	1.7
CC(CNCC1CCCO1)COc1cccc2ccccc12 (centres undefined)	-10.6	1.4	-11.2	7.8	1.3	3.7	1.1	0.8	-7.3	1.4
C=C(C)COc1ccc(-c2nc(N)nc(C)c2-c2ccc(OC)cc2)c(O)c1	0.9	11.2	-46.5	-0.6	7.3	8.2	-1.5	-2.4	-11.3	1.5
CCCCc1nc2ccccc2c(=O)n1-c1ccc(O)cc1	-3.7	-0.7	-28.0	2.1	1.1	5.4	1.1	-2.2	17.6	2.3
O=C(Nc1ccc(Oc2ccccc2)cc1)C1CC1	9.0	8.2	2.7	5.2	-10.9	-14.2	-0.6	-0.4	13.6	1.4
C#CCOCCOCCOCCNc1nc(N2CCOCC2)nc(N2CCN(C(=O)[C@H](CO)n3cc([C@@H](N)C(C)C)nn3)CC2)n1	-0.8	3.1	-6.5	.	-2.0	-3.9	-11.2	0.1	.	11.9
COc1ccc(-n2c(N)c(C(=O)NCc3ccco3)c3nc4ccccc4nc32)c(OC)c1	-18.2	-54.6	-0.9	-4.3	0.0&-14.1	-55.5	5.3	2.6	6.1	-1.8
O=C(Nc1ccc(N2CCOCC2)c(Cl)c1)c1ccc(Br)o1	2.5	9.6	-17.0	2.1	-1.5	-3.8	-4.7	1.0	-19.7	6.0
N#Cc1nc(COc2ccc(F)cc2)oc1NCCCn1ccnc1	-4.3	2.9	-5.3	3.4	9.7	1.9	-2.6	-0.1	-12.1	-5.2
O=C(COc1ccccc1)NCC(=O)N/N=C/C=C/c1ccccc1	5.5	-2.0	-5.5	-0.8	.	2.7	-1.0	-0.3	22.5	1.6
CCOC(=O)c1cnc(SC)nc1N	-0.2	-7.8	-0.9	-2.9	-1.9	9.5	1.1	-0.4	-9.8	8.0
c1ccc(-c2c[n+]3c(n2-c2ccccc2)CCC3)cc1	0.3	8.7	-13.8	5.4	-0.5	-0.4	-3.4	0.5	5.0	3.4
NC(=O)CC(NC(=O)c1cccc(Br)c1)c1ccc(N2CCC(Br)CC2)c([N+](=O)[O-])c1 (centres undefined)	8.7	0.4	7.0	-1.7	2.9	-8.5	-0.3	0.3	-2.8	1.6
C=CCn1nc([N+](=O)[O-])nc1Sc1cccc2cccnc12	.	-10.5	-21.8	2.2	102.4*	.	-1.3	-2.6	1.5	0.1
O=C(N1CCCCC1)N1CCN(C(c2ccccc2)c2ccccc2)CC1	9.7	5.9	-6.5	4.6	0.0	8.4	0.3	0.1	15.2	-3.0
CCOC(=O)c1cc2sccc2n1CC(=O)N1CCCC1	-4.4	1.5	3.1	-1.4	-11.8	12.8	1.0	0.6	4.3	4.9
O=C(COC(=O)c1ccc2c(c1)OCCO2)Nc1cc(S(=O)(=O)N2CCOCC2)ccc1Cl	-6.7	-6.5	-3.9	-0.8	1.9	-12.8	-2.6	-0.3	-4.0	2.0
CCOC(=O)c1cc(OC(=O)c2ccccc2Br)n(-c2ccccc2)n1	-2.7	3.0	-6.0	1.1	-9.0	5.9	-1.6	0.5	15.2	-20.4
CC[C@H]1CN2CCc3cc(OC)c(OC)cc3[C@@H]2C[C@@H]1C[C@H]1NCCc2cc(OC)c(OC)cc21	.	0.9	-5.6	0.7	-4.7	.	-7.0	-0.5	-3.0	1.7
C=Cn1cc[n+](CC(=O)C(C)(C)C)c1	3.4	2.5	0.2	0.2	-2.3	-3.3	-0.3	0.5	-14.8	5.9

Structural class: the compounds so far with bromine (4)
SMILES	PrPC TRFRET	Rv3671c inh	BoNT-F LC inh	3CLpro inhibitor	PriA SSB inh	CCHFV vOTU inh	Anthrax LF inh2	BoNT A protease	VHR inh abs	MazF activator
CC(C)Cn1c(-c2ccc(Br)cc2)c[nH]c1=S	13.0	9.6	-3.4	3.0	13.3	28.6	-2.4	-1.1	4.0	1.7
O=C(Nc1ccc(N2CCOCC2)c(Cl)c1)c1ccc(Br)o1	2.5	9.6	-17.0	2.1	-1.5	-3.8	-4.7	1.0	-19.7	6.0
NC(=O)CC(NC(=O)c1cccc(Br)c1)c1ccc(N2CCC(Br)CC2)c([N+](=O)[O-])c1 (centres undefined)	8.7	0.4	7.0	-1.7	2.9	-8.5	-0.3	0.3	-2.8	1.6
CCOC(=O)c1cc(OC(=O)c2ccccc2Br)n(-c2ccccc2)n1	-2.7	3.0	-6.0	1.1	-9.0	5.9	-1.6	0.5	15.2	-20.4

Other structures.
SMILES	PrPC TRFRET	Rv3671c inh	BoNT-F LC inh	3CLpro inhibitor	PriA SSB inh	CCHFV vOTU inh	Anthrax LF inh2	BoNT A protease	VHR inh abs	MazF activator
COCC1CCCCN1C(=O)c1ccc2nc(Cc3ccc(OC)c(OC)c3)oc2c1 (centres undefined)	7.5	-1.4	4.8	-0.3	4.4	-1.2	-0.7	0.7	25.7	1.8
O=c1[nH]c(=S)[nH]c(O)c1N=Nc1cccc(S(=O)(=O)N2CCOCC2)c1	-21.7	0.9	-0.5	-2.7	-3.5&-6.0	8.3	-4.3	-2.3	12.5	-2.1
OC[C@@H]1CN(Cc2ccc3c(c2)OCO3)C[C@H](n2cnc3c(NCc4ccc(F)cc4)ncnc32)O1	-4.9	.	2.0	.	.	-3.8	-5.0	-0.8	.	.
COc1ccccc1C1(O)C(=O)Nc2ccccc21 (centres undefined)	11.8	6.5	12.5	-1.4	10.2	-19.5	3.8	2.2	.	-1.7
O=C1c2ccccc2C(c2nnnn2Cc2ccccc2)N1Cc1cccnc1 (centres undefined)	-3.4	.	-1.4	.	.	5.5	2.4	-0.7	.	.
O=C(c1c(O)c2ccccc2oc1=O)C1CCCCC1	3.0	6.6	-3.7	-0.6	-3.7	-1.0	2.0	-2.0	-0.2	1.2
CCOC(=O)Cc1nn(CCc2ccccn2)c(=O)c2ccccc12	6.7	-4.4	-5.2	-2.1	-7.4	15.8	0.5	0.5	10.2	-2.3
O=C(NC1CCCc2ccccc21)c1cccc(S(=O)(=O)N2CCOCC2)c1 (centres undefined)	8.8	1.1	3.7	-2.9	-6.8	-10.8	-7.5	-1.0	34.4	3.0
Cc1ccc(O)c(C2=Nc3ccccc3N=C(c3cccs3)C2)c1	5.2	-58.7	-4.9	1.7	-15.6	-0.7	-0.6	0.9	-0.5	9.6
CCc1nnc(NS(=O)(=O)c2ccc(NC(=S)NC(=O)/C=C/c3ccc(OC)cc3)cc2)s1	2.5	-0.5	-1.4	3.5	-19.3	-12.6	-1.0	-0.7	-21.6	5.5
CCC(Sc1n[nH]c(=O)[nH]c1=O)C(=O)OCc1ccccc1 (centres undefined)	4.1	8.2	-6.8	4.1	-5.0	-4.0	-4.3	0.3	2.0	2.4
O=C(CCc1nnc(C2CCCCC2)o1)N1CCCCC1CCn1cccn1 (centres undefined)	4.8	2.5	-4.2	-4.1	-10.2	0.6	-1.1	0.0	21.7	-22.0
COc1cc(-c2cc(C(=O)N3CCN(c4ccccn4)CC3)c3ccccc3n2)cc(OC)c1OC	-0.7	-0.1	7.2	1.8	4.2	2.5	-2.5	0.3	.	3.8
COC(=O)CN1C(=O)C2(C(C(=O)OC)=C(N)Oc3ccccc32)C2=C1CC(C)(C)CC2=O (centres undefined)	-2.3	2.8	1.8	-0.2	-11.4	-11.2	2.4	0.1	15.8	1.9
CCOC(=O)N1CCN(c2ccccc2OC)CC1	-2.5	5.9	1.9	0.9	0.7	-9.7	-9.4	-0.5	13.3	-7.0
CC(c1n[nH]c(=S)n1Cc1ccccc1)N(C)C (centres undefined)	-4.8	0.4	4.1	1.9	5.2	-14.1	3.4	0.1	8.5	0.8
CCc1ccc(NC(=O)C2=CC(c3cccs3)=NS(=O)(=O)N2C)cc1	-15.6	-4.5	-7.6	1.8	-3.0	27.1	-10.9	-0.1	-2.4	13.6
COc1cc(S(=O)(=O)NCCCn2ccnc2)ccc1Cl	6.1	6.8	-5.6	4.0	-0.3	1.7	-0.9	2.8	24.9	1.6
CCOc1ccccc1N1CCN(Cc2cccc(OC)c2OC)CC1	-6.8	2.3	-2.6	-4.9	-5.9	0.0	0.5	0.5	2.7	5.4
COc1ccc(OC)c(NC(=O)C(=S)NC2CCCCC2)c1	11.1	-12.6	3.8	0.4	24.5	-4.8	-0.5	0.7	24.3	5.7
CCOC(=O)C1(C(F)(F)F)N=C(C(F)(F)F)Nc2ccccc21 (centres undefined)	11.8	-1.4	-3.4	4.6	-12.6	-10.4	-0.1	0.0	28.3	-2.6
CCCC(C(=O)O)N1C(=O)/C(=C/c2cccn2C)SC1=S (centres undefined)	-7.5	-7.7	1.7	-3.9	1.4	27.0	0.5	0.3	-17.0	-89.5
Cc1cc(SCC(=O)Nc2cccc(S(N)(=O)=O)c2)c(C)cc1Br	9.2	-1.0	2.5	3.3	-4.0	-0.2	1.7	0.3	11.6	4.0
Cc1ccc(CN2CCC(n3nccc3NC(=O)CCCc3ccccc3)CC2)o1	3.2	-1.6	5.2	1.1	-4.4	-9.0	4.6	1.1	24.0	-2.5
CC(C)CN(C(=O)COC(=O)c1cccn1C)c1c(N)n(Cc2ccccc2)c(=O)[nH]c1=O	-4.8	-9.7	-2.5	-1.9	-2.9	4.6	-7.5	-0.2	20.2	2.0
